# USP1 inh: blocks the human USP1/UAF1 deubiquitinase complex. recombinant USP1/UAF1, Ub-Rhodamine cleavage fluorescence. Potency, µM (series often up to 57.1 µM), without a hit: at the top dose activity change, negative = inhibition, hits mostly inhibitors. actives 0.23% (n = 390,000). O94782; also: potency is read from the fitted curve at half-maximal effect; % is scaled to controls: 0 for no effect and ±100 for the full control effect; nearly all actives have a fitted effect of over 60% in size; inactives centre near -12
#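 USP1/UAF1 complex (1 nM) preincubated 15 min at room temperature with compound, then Ub-Rho substrate (150 nM final) added. Kinetic fluorescence at 480/540 nm over 6 reads at 60 s intervals; 50 mM HEPES pH 7.8, 0.5 mM EDTA, 0.1 mg/ml BSA, 1 mM TCEP, 0.01% Tween-20.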
# IDH1 R132H inh: blocks human mutant IDH1 R132H enzyme; Potency, µM (doses to about 76.6 µM), without a hit: at the top dose activity change, negative = inhibition, usual class: inhibitors; actives 0.093% (n = 390,000); O75874; IDH1-R132H enzyme, NADPH consumption, diaphorase/resazurin fluorescence; also: potency is read from the fitted curve at half-maximal effect; % is scaled to controls: 0 for no effect and ±100 for the full control effect; nearly all actives have a fitted effect of over 65% in size
#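 IDH1-R132H (0.5 ug/mL) preincubated 30 min with compound, then NADPH (0.016 mM) and alpha-KG (2 mM) added; 80 min at RT, pH 7.5. Remaining NADPH coupled via diaphorase/resazurin to fluorescence (540/590 nm); concentration-response curves normalized to no-enzyme control.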
# TRHR agonist: activates the human TRH receptor; TRHR cells, calcium flux fluo-8, FDSS agonist mode; actives 0.18% (n = 360,000); activation, % at 2 µM; AID 493084; in the data active = activation above about 30%; also: 0% is about no effect
# Target sequence (P34981 whole entry, looked up): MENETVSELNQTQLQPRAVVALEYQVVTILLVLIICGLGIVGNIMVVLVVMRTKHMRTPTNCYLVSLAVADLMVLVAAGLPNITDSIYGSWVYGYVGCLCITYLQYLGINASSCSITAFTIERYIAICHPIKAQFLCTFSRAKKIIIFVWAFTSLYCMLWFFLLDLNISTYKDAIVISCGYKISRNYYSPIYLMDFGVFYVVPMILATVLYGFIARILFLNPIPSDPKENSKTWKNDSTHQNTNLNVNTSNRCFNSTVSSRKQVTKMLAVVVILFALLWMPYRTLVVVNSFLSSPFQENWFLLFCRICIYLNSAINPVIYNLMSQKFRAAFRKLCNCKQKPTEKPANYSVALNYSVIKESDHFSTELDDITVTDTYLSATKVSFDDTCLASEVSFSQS
#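 Steps: seed TRHR cells overnight; add fluo-8 no-wash Ca dye, RT 30 min–1.5 h; record 10 s baseline; pin-transfer compounds; monitor fluorescence 1 cycle/s for the agonist window. Calcium increases flag candidate agonists.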
# TrxR1 inh: blocks rat thioredoxin reductase 1; recombinant rTrxR1, NADPH fluorescence consumption, selenite substrate; O89049; Potency, µM (titrated, usually from 114 µM), inactives show at the highest dose activity change, negative = inhibition, actives largely listed as inhibitors; actives 1% (n = 390,000); also: potency is read from the fitted curve at half-maximal effect; % is scaled to controls: 0 for no effect and ±100 for the full control effect; nearly all actives have a fitted effect of over 65% in size
#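 Rat TrxR1 (90 nM in the dispensed reagent) was pre-reduced with 400 uM NADPH for 5 min at room temperature, then incubated with compound for 15 min. After 400 uM selenite was added, NADPH fluorescence (Ex 340/Em 450 nm) was followed for 8 min.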
# TrxR1 substrate: is turned over as a substrate by rat TrxR1 | purified TrxR1 substrate turnover, NADPH consumption readout | Potency, µM (highest dose often 114 µM), inactives show at the top dose activity change, negative = substrate turnover | actives 0.01% (n = 390,000); also: potency is read from the fitted curve at half-maximal effect; % is scaled to controls: 0 for no effect and ±100 for the full control effect; nearly all actives have a fitted effect of over 50% in size
#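 Rat TrxR1, dispensed at 90 nM, was prereduced with 400 uM NADPH (final) for 5 min at ~22 deg C, then incubated with compound 15 min before 400 uM selenite. A first-read NADPH fluorescence drop versus no-compound background flagged substrates.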
# D2 agonist: activates the human D2 dopamine receptor | actives 0.53% (n = 340,000) | HEK293 T-REx D2 cells, calcium flux agonist mode | activation, % at 2 µM;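 active = activation over 3 SD above normal in the single-dose calcium agonist read, cut at about 30% in these data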; also: 0% is about no effect
# Target sequence (P14416 whole entry, looked up): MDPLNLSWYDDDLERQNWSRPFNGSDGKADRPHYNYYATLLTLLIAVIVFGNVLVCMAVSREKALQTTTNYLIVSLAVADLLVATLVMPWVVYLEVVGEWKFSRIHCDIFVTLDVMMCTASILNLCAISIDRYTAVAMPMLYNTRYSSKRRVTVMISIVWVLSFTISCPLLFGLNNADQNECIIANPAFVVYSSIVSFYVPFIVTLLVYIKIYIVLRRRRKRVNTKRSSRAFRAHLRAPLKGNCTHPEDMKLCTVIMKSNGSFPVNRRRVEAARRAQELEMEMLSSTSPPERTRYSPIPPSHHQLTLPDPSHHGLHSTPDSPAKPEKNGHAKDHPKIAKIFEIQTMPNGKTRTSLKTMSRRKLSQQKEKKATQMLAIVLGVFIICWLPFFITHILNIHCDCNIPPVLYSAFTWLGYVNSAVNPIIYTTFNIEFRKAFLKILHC
#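 Tetracycline-induced HEK293 T-REx cells with force-coupled D2 receptor, plated overnight at 30 C, loaded with no-wash calcium dye. After a 10 s baseline, compound was pin-added and calcium flux read kinetically for 180 s; calcium rises flagged agonists.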
# D2 antagonist: antagonizes the human D2 dopamine receptor; HEK293 TREx D2 cells, calcium flux, dopamine EC80; actives 2% (n = 340,000); P14416; inhibition, % at 10 µM; AID 485344; in the data active = inhibition above about 30%; also: 0% is about no effect
#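 Calcium mobilization kinetics were recorded at 1 s intervals in tetracycline-induced HEK293 T-REx D2 cells, first for 180 s after compound addition and then 180 s after EC80 dopamine.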
# TRHR enhancer: allosterically enhances the human TRH receptor; TRHR cells, fluo-8 calcium fluorescence, EC20 TRH enhancement; enhancement, % at 2 µM; actives 0.66% (n = 360,000); AID 493056; in the data active = enhancement above about 30%; also: 0% is about no effect
#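 Enhancer read-out: after compound pinning and an initial kinetic agonist-mode read, an EC20 of TRH (10 nM final) was injected and fluo-8 calcium signal (Ex 480/Em 530) followed at 1 s/cycle for 100 cycles in TRHR-expressing cells.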
# Pin1 inhibitor: blocks the human prolyl isomerase Pin1; AID 504891; Q13526; actives 0.009% (n = 390,000); Potency, µM (series often up to 115 µM), for the others: top-dose activity, negative = inhibition, hits mostly inhibitors; Pin1 FP peptide displacement, HiFluor488, 10 min; active = well fitted inhibition curve with a large enough effect in the polarisation, with a control signal flat, not every such curve was filed as active; inconclusive = small, poorly fitted or top-dose-only effect, or effect the other way, or a change in a side signal; inactive = no such curve, though single readings can be large or run the other way; the % refers to the polarisation; also: potency is read from the fitted curve at half-maximal effect; % is scaled to controls: 0 for no effect and ±100 for the full control effect
# Target sequence (Q13526 whole entry, looked up): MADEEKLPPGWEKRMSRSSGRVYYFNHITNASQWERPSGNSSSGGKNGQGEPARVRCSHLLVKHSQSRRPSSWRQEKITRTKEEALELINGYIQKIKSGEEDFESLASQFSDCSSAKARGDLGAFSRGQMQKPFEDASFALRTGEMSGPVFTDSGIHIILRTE
# Numbers without * were called inactive; u = inconclusive; x = no result given; & = joins results of further samples; [ ] = dose if it differs, or a comment. Unless noted, calls follow the shape of the dose curve; as a rule, active = well fitted inhibition curve with a large enough effect; inconclusive = small, poorly fitted or top-dose-only effect; inactive = no such curve, though single readings can be large or run the other way.
SMILES,USP1 inh,IDH1 R132H inh,TRHR agonist,TrxR1 inh,TrxR1 substrate,D2 agonist,D2 antagonist,TRHR enhancer,Pin1 inhibitor
CC(=O)OCC(=O)[C@@]12OC3(CCCC3)O[C@@H]1C[C@H]1[C@@H]3CCC4=CC(=O)C=C[C@]4(C)[C@@]3(F)[C@@H](O)C[C@@]12C,-18%,14µM*,1.0,12%,4%,0.3,-5,-3,-3%
Cc1cc(C(=O)CN2CCN(CC(=O)Nc3ccc(F)cc3)CC2)c(C)n1C1CC1,-14%,-1%,0.3,-29%,-1%,-0.2,13,-5,-1%
CN(C)CCCn1c(=S)[nH]c2ccccc2c1=O,-15%,1%,0.1,5%[57.1 µM],7%[57.1 µM],1.7,-7,-1,6%
CCCCC(=O)N1CCCC(c2nc(-c3cccc(OC)c3)no2)C1 (stereo not given),-18%,4%,-0.9,12%,6%,0.4,10,5,0%
COc1ccc2cc(S(=O)(=O)Nc3ccccn3)ccc2c1,-10%,6%,-0.2,7%,2%,0.1,14,-3,-7%
CCc1cc(C(=O)NNC(=S)NCC2CCCO2)cs1 (stereo not given),-15%,8%,-0.5,3%[11.4 µM],11%[11.4 µM],-0.1,2,-3,1%
CCNc1cc(Cl)nc(SC)n1,-22%,2%,0.2,14%[57.1 µM],-12%,0.4,-11,7,-7%
Cc1ccc2nc(SCC(=O)Nc3ccc4c(c3)CCC4)[nH]c2c1,-15%,-2%,0.0,14%[57.1 µM],-4%[57.1 µM],0.0,9,0,-6%
CCCS(=O)(=O)N1CCCC(C(=O)NCCCOC)C1 (stereo not given),-27%,10%,-0.3,20%[57.1 µM],2%[57.1 µM],-0.9,x,-5,-9%
O=S(=O)(c1ccc(Br)s1)N1CCCCC1,-10%,0%,-1.1,13%,-9%,-0.8,-7,8,-5%
CCOc1ccccc1C1C(C(=O)Nc2ccccc2OC)=C(C)Nc2nc3ccccc3n21 (stereo not given),-4%,-2%,0.7,20%,52%[activator],x,x,12,-1%
O=[N+]([O-])c1ccccc1/C=C/C=N/n1c(-c2ccco2)n[nH]c1=S,6%,3%,-1.2,-23%[57.1 µM],3%[57.1 µM],x,x,1,6%
Cc1cc(NC(=O)c2ccccc2)ncc1NC(=O)c1ccco1,3%,11%,-1.5,u,-7%,0.2,-2,19,9%
O=S(=O)(c1ccc(Br)cc1)N1CCN(c2ccccc2)CC1,1%,0%,-0.1,17%,-4%,-0.2,-5,-7,0%
Cc1cc(NC(=O)C(C)Oc2ccc(C(C)(C)C)cc2)no1 (stereo not given),-23%,-2%,1.3,31%,0%,0.3,-3,0,-1%
Cc1ccc(-n2ncc3c2CC(C)(C)CC3NC(=O)CCc2cnn(C)c2)cc1 (stereo not given),-13%,4%,-1.0,7%,6%,-0.5,8,-4,-3%
COCc1nc2ccccc2n1Cc1ccccc1,-7%,-2%,-0.6,12%[57.1 µM],7%[57.1 µM],-0.1,7,-5,-4%
CC(Oc1ccc(-c2ccccc2)cc1)C(=O)N/N=C/c1cccnc1 (stereo not given),-18%,-4%,0.3,13%[0.457 µM],-3%,-0.6,0,-3,1%
CC(C)(C)OC(=O)NCc1n[nH]c(=S)n1C1CC1,-5%,0%,-0.2,-22%[57.1 µM],18%[57.1 µM],0.4,-8,-3,-4%
COc1ccc(-c2cc3ccc(OCC(=O)NCC4CCC(C(=O)O)CC4)cc3oc2=O)cc1 (stereo not given),-16%,-9%,0.1,u,889%[activator],0.5,-6,20,u
COc1cccc(NC(=S)NCCN2CCOCC2)c1,3%,9%,0.6,-12%,-4%,0.3,5,4,1%
Nc1nonc1-c1nc2ccccc2n1CC(=O)Nc1cccc(C(F)(F)F)c1,-11%,3%,3.4,19%,1%,4.7,x,-6,u
O=C(CSc1oc(-c2ccco2)nc1S(=O)(=O)c1ccccc1)c1ccc(Cl)cc1,u,8%,0.7,1%,-7%,0.4,x,0,u
CCC1(c2ccccc2)NC(=O)N(CC(=O)Nc2cc(C(F)(F)F)ccc2N2CCCC2)C1=O (stereo not given),u,3%,-0.1,1%,-4%,0.5,-20,2,5%
O=C(C1COc2ccccc2O1)N1CCN(c2nc3c(F)cc(F)cc3s2)CC1 (stereo not given),-22%,8%,0.0,19%,1%,0.9,11,-7,9%

# Entries of single compounds, quoted from the list. Values in the order: USP1 inh, IDH1 R132H inh, TRHR agonist, TrxR1 inh, TrxR1 substrate, D2 agonist, D2 antagonist, TRHR enhancer, Pin1 inhibitor
# `CCNc1cc(Cl)nc(SC)n1` is listed as -22%, 2%, 0.2, 14%[57.1 µM], -12%, 0.4, -11, 7, -7%
# `O=C(C1COc2ccccc2O1)N1CCN(c2nc3c(F)cc(F)cc3s2)CC1` (stereo not given) is listed as -22%, 8%, 0.0, 19%, 1%, 0.9, 11, -7, 9%
# `Cc1ccc2nc(SCC(=O)Nc3ccc4c(c3)CCC4)[nH]c2c1` is listed as -15%, -2%, 0.0, 14%[57.1 µM], -4%[57.1 µM], 0.0, 9, 0, -6%
# `Cc1cc(NC(=O)c2ccccc2)ncc1NC(=O)c1ccco1` is listed as 3%, 11%, -1.5, u, -7%, 0.2, -2, 19, 9%

# Carrying on.
SMILES,USP1 inh,IDH1 R132H inh,TRHR agonist,TrxR1 inh,TrxR1 substrate,D2 agonist,D2 antagonist,TRHR enhancer,Pin1 inhibitor
N=c1n(CCN2CCCCC2)c2ccccc2n1CC(O)c1ccco1 (stereo not given),-16%,1%,0.7,16%[57.1 µM],-19%[57.1 µM],0.2,-1,-1,6%
Cc1ccc(CSCC(=O)Nc2ccc(F)cc2)cc1,-16%,3%,0.2,9%,3%,-1.4,-10,13,5%
Cc1ccccc1CSCc1ccc(C(=O)NCCc2ccccc2)o1,-27%,14%,0.7,3%[57.1 µM],-6%[57.1 µM],1.2,x,-2,6%
Cc1ccc(NC(=S)N(C)C(c2ccccc2)c2ccccc2)cc1C,-18%,-1%,1.5,15%,-3%,2.0,-2,4,6%
CCC(C)(C)n1nnnc1C(c1ccc(OC)c(OC)c1)N1CCN(c2cccc(OC)c2)CC1 (stereo not given),0%,4%,-1.3,-3%[57.1 µM],8%[57.1 µM],2.5,-1,3,-1%
NC(=O)CC(NC(=O)c1ccccc1)c1ccc(NC2CCC2)c([N+](=O)[O-])c1 (stereo not given),-27%,22%,-0.4,14%,4%,0.7,-3,0,10%
CCOc1ccc(S(=O)(=O)n2ccc(C)n2)c2ccccc12,-2%,5%,0.6,15%,5%,0.5,18,1,-3%
CCOC(=O)C1CCN(C(=O)c2ccc3c(c2)N=C(CC)c2cc(C)ccc2S3)CC1,-11%,10%,-0.5,5%,-6%,0.2,x,-5,2%
CN(C)S(=O)(=O)c1ccc(Cl)c(C(=O)NC2CCCCCCC2)c1,-4%,1%,-0.8,26%[57.1 µM],8%[57.1 µM],-0.8,-1,-9,-5%
CCOC(=O)c1cccc(NC(=O)CCc2c(C)nc3ncnn3c2C)c1,0%,8%,0.2,-5%,1%,-0.5,-5,12,0%
CCn1c(=O)cc(SCC(=O)N2CCN(c3ccccn3)CC2)c2ccccc21,-4%,4%,0.4,0%,-2%,-1.6,-2,-4,4%
CCC(=O)Nc1nnc(SCC(=O)c2ccc3c(c2)Cc2ccccc2-3)s1,-13%,5%,-0.4,-1%,10%,-0.1,-31,8,10%
COc1cc(NC(=O)c2ccccc2-c2ccccc2)cc(OC)c1,-20%,-1%,0.2,6%,3%,-0.9,2,2,-15%
Cc1onc(-c2ccccc2)c1C(=O)N1CCN(C)CC1,-12%,-3%,0.3,16%,6%,-0.6,4,7,-1%
Cc1ccc(N2C(=O)N3[C@H](c4ccc(F)cc4)[C@@H]4C(=O)N(C5CCCCC5)C(=O)[C@@H]4[C@]3(Cc3ccccc3)C2=O)cc1,-18%,-19%,0.9,24%,-1%,x,x,8,0%
CC(C)C(C)NC(=O)CSc1ccc(S(=O)(=O)N2CCOCC2)cn1 (stereo not given),-1%,-11%,-0.7,15%,0%,0.0,-2,-2,-7%
Cc1cc(CSc2ccccc2)ccc1NC(=O)COc1ccccc1C,-9%,1%,1.5,17%[57.1 µM],12%[57.1 µM],1.9,0,2,-5%
Cc1ccccc1OCC(=O)NCC(C)(C)N1CCOCC1,-20%,0%,1.1,12%,5%,0.0,-31,-5,1%
Cc1ccc(-c2nc(CS(=O)CC(=O)N3CCN(c4ccc(F)cc4)CC3)c(C)o2)cc1 (stereo not given),-14%&3%,13%&0%,0.4&-0.1,u,7%&-3%,-0.8&1.0,8,-5&11,-4%&1%
O=C(c1cnccn1)N1CCN(C/C=C/c2ccccc2)CC1,-11%,-2%,0.1,-21%,-12%,3.9,15,6,2%
COc1ccc(-c2nnc(SCC(=O)Nc3ccc(C)c(C)c3)s2)cc1,-20%,-2%,0.7,24%[57.1 µM],9%[57.1 µM],x,x,-5,0%
CN1C(=O)C(O)(CC(=O)c2ccccc2O)c2cc(Br)ccc21 (stereo not given),-26%,2%,1.4&1.0,12%,3%,0.1,-5,-9&-6,-11%
NS(=O)(=O)c1ccc(CCNC(=S)Nc2ccc(S(N)(=O)=O)cc2)cc1,0%,-4%,-0.5,u,-7%,0.7,-1,-8,0%
COc1cccc(CNC(=O)N[C@@H](C)C(=O)O)c1,-9%,0%,0.3,23%,4%,0.9,-3,1,1%
COc1ccc(CNC(=S)Nc2cc(C)cc(C)c2)cc1,-3%,-4%,0.3,-2%,-4%,1.1,-7,9,-3%
CN(Cc1ccccc1)C(=O)c1ccc(NC(=O)Cc2ccc(NC(=O)C3CCCN(C(=O)C4CC4)C3)cc2)cc1 (stereo not given),u,-8%,x,12%,2%,x,x,x,6%
COc1ccccc1/C=C/C(=O)OCC(=O)NCCC1=CCCCC1,-18%,3%,-1.6,8%[57.1 µM],-6%,-1.9,-12,10,-7%
COc1ccc(CNC(=O)c2cc3cc(C)ccc3n2C)cc1,-7%,7%,0.1,29%,4%,x,x,-1,-2%

# Compound activity from PubChem BioAssay.

# These rows are one share of the data; rates above refer to the full screens.
